Source: PubChem BioAssay (National Center for Advancing Translational Sciences (NCATS))
p53 reactivation – restores transcriptional activity of mutant p53; Potency, µM (titrated, usually from 92.2 µM), inactives show top-dose activity change, positive = activation, hits mostly activators; H1299 p53-A138V BP100-luciferase reporter, luminescence, 24 h; actives 0.063% (n = 320,000); also: potency is read from the fitted curve at half-maximal effect; % of control where 0% means no effect; nearly all actives have a fitted effect of over 45% in size
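H1299 (p53-null), stable ts p53-A138V + BP100-Luc; 1000 cells/well, Opti-MEM/10% FBS; cpd 4 pt, 1:5; 24 h, 37 deg C, 5% CO2; detection reagent 10 min RT; luminescence.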
Giardia killer – Giardia lamblia killing; activity change, % at 7.66 µM, hits read low; Giardia lamblia trophozoite viability; AID 540267; actives 0.15% (n = 340,000); in the data active = activity change below about -80%; inconclusive = between about -30% and that limit;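 also: parasites exposed to compound for two days anaerobically before the ATP read; % is scaled to controls: 0 for no effect and ±100 for the full control effect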
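Giardia lamblia trophozoites (100 cells/well) were incubated with compounds for 48 h at 37 deg C under anaerobic conditions. Viability was read as ATP content by one-step luminescence after 15-30 min at room temperature.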
NPC1 promoter act – NPC1 promoter activation; AID 485313; actives 2.4% (n = 320,000); Huh7 NPC1 promoter luciferase reporter, 24 h; Potency, µM (doses to about 9.22 µM), for inactives: top-dose activation, actives largely listed as activators;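 also: potency is read from the fitted curve at half-maximal effect; % of control where 0% means no effect; nearly all actives have a fitted effect of over 60% in size; reporter is driven by a mutant NPC1 promoter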
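Quantitative HTS used a cell-based reporter: Huh7 cells stably bearing the NPC1 promoter upstream of luciferase were treated with compounds for 24 h, and promoter activation was read as luminescence.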
FLuc modulator – counter-screen for miR-21 project: firefly luciferase inhibitors or activators. P08659. purified FLuc, Km substrates, luminescence inhibition. Potency, µM (doses to about 57.5 µM), without a hit: top-dose activity change, negative = inhibition, hits mostly inhibitors. actives 6.9% (n = 360,000). AID 588342;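 also: potency is read from the fitted curve at half-maximal effect; plate controls were vehicle for no effect and reference inhibitor for full effect; nearly all actives have a fitted effect of over 55% in size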
Target sequence (P08659 whole entry, looked up): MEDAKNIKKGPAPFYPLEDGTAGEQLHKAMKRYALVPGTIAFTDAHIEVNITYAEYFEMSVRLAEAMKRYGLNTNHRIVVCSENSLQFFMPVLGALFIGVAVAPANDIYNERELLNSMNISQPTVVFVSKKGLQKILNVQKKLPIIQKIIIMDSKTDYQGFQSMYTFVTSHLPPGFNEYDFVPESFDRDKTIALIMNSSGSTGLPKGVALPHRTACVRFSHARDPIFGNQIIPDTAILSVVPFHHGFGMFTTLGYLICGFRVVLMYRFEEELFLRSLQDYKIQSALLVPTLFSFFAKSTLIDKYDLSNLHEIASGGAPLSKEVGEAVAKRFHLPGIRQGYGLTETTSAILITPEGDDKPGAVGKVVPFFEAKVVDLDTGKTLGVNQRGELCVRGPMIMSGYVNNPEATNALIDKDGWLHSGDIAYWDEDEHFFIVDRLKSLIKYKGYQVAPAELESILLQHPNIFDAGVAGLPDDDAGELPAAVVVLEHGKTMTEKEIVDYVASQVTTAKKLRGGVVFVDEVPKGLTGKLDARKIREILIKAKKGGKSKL
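Purified P. pyralis luciferase, 10 nM final, with Km-level 10 uM D-luciferin and 10 uM ATP in 50 mM Tris acetate pH 7.5, 10 mM Mg acetate, 0.01% Tween-20, 0.05% BSA; 6-point qHTS titration about 60 µM downward; luminescence read.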
Rab9 prom act – Rab9 promoter activation. Huh7 Rab9 promoter-luciferase reporter, luminescence, 24 h. Potency, µM (highest dose often 9.22 µM), without a hit: at the highest dose activation, negative = inhibition, hits mostly activators. actives 2.8% (n = 320,000). AID 485297; also: potency is read from the fitted curve at half-maximal effect; % of control where 0% means no effect; nearly all actives have a fitted effect of over 60% in size
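Rab9 promoter-driven luciferase in stably transfected Huh7 cells; 1500 cells/well rested 2 h, exposed to compound in DMSO for 24 h at 37 °C, 5% CO2. Luminescence read 10 min after adding luciferase reagent at ambient temperature.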
RORgamma inh – inhibitors of mouse ROR gamma transcriptional activity. P51450. Drosophila S2 Gal4-RORgamma UAS-luciferase reporter, 20 h. Potency, µM (titrated, usually from 53.6 µM), without a hit: at the highest dose activity change, negative = inhibition, actives largely listed as inhibitors. actives 5.4% (n = 310,000). AID 2551; also: potency is read from the fitted curve at half-maximal effect; % is scaled to controls: 0 for no effect and ±100 for the full control effect; nearly all actives have a fitted effect of over 60% in size
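Read-out: Photinus luciferase luminescence; inhibitors lower reporter signal. Insect Schneider cells with Gal4-ROR gamma fusion under metallothionein promoter, UAS reporter; 700 uM final copper sulfate induction, 20 hr, ambient temperature.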
BRCA1 expr act – BRCA1 expression activation | MCF7-BRCA1-FFLuc reporter, luminescence, 48 h; response scale: scaled: vehicle 0%, 10 µM genistein 100% | Potency, µM (titrated, usually from 46.1 µM), for inactives: at the highest dose activation, hits mostly activators | actives 1.1% (n = 380,000); also: potency is read from the fitted curve at half-maximal effect; nearly all actives have a fitted effect of over 80% in size; some results filed as inactive show a strong effect at the top dose
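MCF7 cells carrying a BRCA1-firefly luciferase reporter (2000 cells/well, phenol-red free MEM) were attached for 2 h at 37 °C, then given compounds for 48 h. Luminescence was read 15 min after luciferase reagent; activity normalized to genistein (10 microM) and DMSO.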
PKM2 activator – PKM2 (human) enzyme activation. Potency, µM (doses to about 57.5 µM), for the others: top-dose activation, most hits filed as activators. AID 1631. purified PKM2, Kinase-Glo ATP luminescence, activation; response scale: 0% is enzyme alone, no compound. P14618. actives 0.34% (n = 260,000); also: potency is read from the fitted curve at half-maximal effect; % is scaled to controls: 0 for no effect and ±100 for the full control effect; nearly all actives have a fitted effect of over 55% in size
Target sequence (P14618 whole entry, looked up): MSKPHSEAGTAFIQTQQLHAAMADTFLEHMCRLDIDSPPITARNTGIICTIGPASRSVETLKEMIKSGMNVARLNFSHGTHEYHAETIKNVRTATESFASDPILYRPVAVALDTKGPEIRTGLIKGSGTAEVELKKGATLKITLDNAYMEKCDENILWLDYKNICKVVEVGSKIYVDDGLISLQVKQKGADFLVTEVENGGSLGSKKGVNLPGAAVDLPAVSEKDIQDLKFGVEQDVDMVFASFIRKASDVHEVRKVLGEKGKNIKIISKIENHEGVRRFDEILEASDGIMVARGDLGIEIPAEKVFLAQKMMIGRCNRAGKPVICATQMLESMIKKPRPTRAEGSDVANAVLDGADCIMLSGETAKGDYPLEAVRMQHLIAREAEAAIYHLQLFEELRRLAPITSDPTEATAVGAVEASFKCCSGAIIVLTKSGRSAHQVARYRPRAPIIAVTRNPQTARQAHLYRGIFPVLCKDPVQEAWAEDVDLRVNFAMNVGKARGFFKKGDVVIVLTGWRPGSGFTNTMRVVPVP
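Purified hPK-M2 (>95% pure) converted ADP (0.1 mM final) to ATP with 0.5 mM PEP in 50 mM imidazole pH7.2, KCl, MgCl2, Tween 20, BSA; 1 h at room temperature. ATP detected by Kinase-Glo luminescence.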
Gal4-VP16 FLuc – inhibits Gal4-VP16 luciferase reporter, ROR gamma counter-screen; Drosophila S2 Gal4-VP16 UAS-luciferase, luminescence, 20 h; Potency, µM (doses to about 53.6 µM), without a hit: at the highest dose activity, negative = inhibition, hits mostly inhibitors; actives 3.5% (n = 310,000); AID 2546;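 also: Gal4-VP16 expression switched on by copper sulfate through the metallothionein promoter; potency is read from the fitted curve at half-maximal effect; % is scaled to controls: 0 for no effect and ±100 for the full control effect; nearly all actives have a fitted effect of over 50% in size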
ELG1 genotoxic – inducers of genotoxicity in HEK293T ELG1-luciferase cells | HEK293T ELG1-luciferase reporter, luminescence, 16 h | Potency, µM (series often up to 46 µM), inactives show at the top dose activity change, positive = activation, most hits filed as activators | actives 1.3% (n = 330,000) | AID 504466; also: potency is read from the fitted curve at half-maximal effect; % of control where 0% means no effect; nearly all actives have a fitted effect of over 60% in size
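DMSO vehicle served as control against compound-treated ELG1-luciferase HEK293T cells; exposure lasted 16 hr at 37 °C and 5% CO2, followed by ONE-Glo luminescence detection after 30 min.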
Menin-MLL TR inh – inhibitors of human menin-MLL interaction, mutant MLL peptide; O00255; Menin + Texas Red MLL mutant peptide, fluorescence polarization; Potency, µM (highest dose often 61.6 µM), for inactives: at the top dose FP activity change, negative = inhibition, actives largely listed as inhibitors; actives 0.23% (n = 270,000); active = well fitted inhibition curve with a large enough effect in the polarisation, with a control signal flat, not every such curve was filed as active; inconclusive = small, poorly fitted or top-dose-only effect, or effect the other way, or a change in a side signal; inactive = no such curve, though single readings can be large or run the other way; the % refers to the polarisation; also: potency is read from the fitted curve at half-maximal effect; % of control where 0% means no effect; many of its hits are not listed in these tables
The depositor's hits bear a star; u = inconclusive; x = not tested or not shown; & = joins results of further samples; [ ] = remark or other dose. Unless noted, calls follow the shape of the dose curve; as a rule, active = well fitted curve in the direction sought with a large enough effect; inconclusive = small, poorly fitted or top-dose-only effect, or another doubt; inactive = no such curve, though single readings can be large; an effect the other way counts as inactive or inconclusive. Not all compounds are listed; count on the stated rates, not on these rows.

SMILES	p53 reactivation	Giardia killer	NPC1 promoter act	FLuc modulator	Rab9 prom act	RORgamma inh	BRCA1 expr act	PKM2 activator	Gal4-VP16 FLuc	ELG1 genotoxic	Menin-MLL TR inh
Cc1c(Cc2ccccc2)c(=O)oc2cc(OCC(=O)N3CCC(C(N)=O)CC3)ccc12	x	9	-6%	-14%	-6%	u	-5%	4%	-16%	0%	-17%
O=C(CNC(=O)c1ccccc1F)Nc1ccccc1C(F)(F)F	6%	-11	-13%	-2%	-1%	1%	20%	0%	-7%	0%	3%
Cc1ccc(NS(=O)(=O)c2ccc3c(c2)OCCCO3)cc1S(=O)(=O)N1CCOCC1	0%	24	0%	x	-3%	x	-14%	x	x	-5%	x
CC(Sc1ccccc1)C(=O)NNC(=O)c1ccncc1 (stereo not drawn)	5%	10	5%	-2%	-3%	x	2%	x	x	-3%	x
Cc1cc(C)cc(NC(=O)COc2ccc(C(=S)N3CCOCC3)cc2)c1	-8%	0	-1%	3%	-10%	-20%	-23%	12%	1%	-7%	15%
CCCN1C(=O)c2cc(C(=O)NCc3ccc(OC)cc3)ccc2C1O (stereo not drawn)	-3%	u	-2%	-3%	0%	16%	4%	-12%	-1%	5%	13%
Cc1ccc(-c2[nH]nc3c2C(c2cccnc2)C(C#N)=C(N)O3)cc1 (stereo not drawn)	x	1	-4%	-8%	-2%	13%	-13%	-7%	-3%	x	16%
CCN1CCN(S(=O)(=O)c2ccc(Cl)c(C(=O)NCCc3ccccc3)c2)CC1	18%	-11	u	u	u	x	71%	x	x	16µM*	x
Cc1cccc2cc(COC(=O)COc3ccccc3)c(=O)[nH]c12	0%	15	13%	-5%	5%	-14%	13%	-17%	-7%	-7%	-11%
CN(CC(=O)Nc1cccc(Cl)c1)S(=O)(=O)c1ccc2[nH]c(=O)oc2c1	-3%	21	-2%	1%	-2%	-1%	2%	9%[0.46 µM]	-7%	0%	1%
COc1ccc(-c2cc(=O)c(C(=O)c3ccc(C)cc3)n[nH]2)cc1	3%	12	4%	u	3%	1%	-2%	-2%	0%	-5%	-7%
CC1=NN(C(N)=S)C(=O)C1N=Nc1ccccc1Cl (stereo not drawn)	x	u	17%	u	15%	0.63µM*	7%	0%	1µM*	9%	18%
COc1ccc(C(=O)Oc2cc(/C=N/NS(=O)(=O)c3ccccc3)ccc2OC)cc1	3%	12	-1%	6%[2.3 µM]	1%	u	-49%	7%	-25%	-6%	u
CCn1c(SCC(=O)NC(=O)NCc2ccco2)nc2sc(C)c(C)c2c1=O	1%	-5	0%	-5%	0%	-16%	-10%	2%	u	18%	x
CC1Cc2ccccc2N1CC(=O)NCc1ccccc1Cl (stereo not drawn)	-2%	3	-1%	0%	-2%	u	1%	0%	u	-2%	-9%
O=C(O)C1CCCCC1C(=O)Nc1ccccc1C(=O)N1CCN(c2ccc(F)cc2)CC1 (stereo not drawn)	-2%	3	-2%	0%	-1%	-6%	-23%	0%	1%	5%	3%
S=C(Sc1ccc(Cl)cc1)Sc1ccc(Cl)cc1	-14%	x	-43%[inhibitor]	-11%	-67%[inhibitor]	21%	x	8%	-9%	12%	x
COc1ccc(-c2nn(CCC#N)cc2C(=O)Nc2ccccn2)cc1OC	u	-9	-4%	-1%	-2%	6%	-6%	1%	-2%	3%	5%
CC1CN(C(=O)Nc2cccc(Cl)c2)C2(CCCCCC2)O1 (stereo not drawn)	-2%	21	1%	-3%	-1%	17%	1%	1%	-16%	-2%	7%
O=c1[nH]c2ccccc2nc1-c1c[nH]c2ccccc12	12%	21	27%	u	17%	1%	9%	x	-6%	7%	u
O=C(NCCc1ccccn1)c1ccc(OC(F)F)cc1	-1%	3	1.4µM*	11µM*	0.79µM*	u	2%	3%	u	u	4%
CC(=O)Nc1cccc(N(C)C)c1	5%	-1	1%	0%	11%	-20%[10 µM]	1%	16%	0%	-3%	1%
O=C(COC(=O)/C=C/c1ccc(OC(F)F)cc1)NCc1cccs1	14%	22	-5%	-2%	-3%	1%	-7%	-4%	-18%	4%	-8%
COc1ccc2c(c1OC)C(=O)OC2	0%	16	-5%	-3%	0%	-15%	35%	-4%	-12%	18%	21%
CCOC(=O)C(CCCOc1ccccc1)C(=O)OCC	-6%	-12	-1%	1%	2%	2%	6%	1%	-25%	-6%	x
O=C(N/N=C/C=C/c1ccco1)/C(=C/c1ccccc1)NC(=O)c1ccccc1	-5%	8	-2%	-15%	6%	13µM*	1%	11%	u	0%	-13%
COC(=O)c1ccc(NC(=O)CCNS(=O)(=O)c2cccc3nonc23)cc1	-1%	0	-2%	4%	-4%	7%	-7%	1%	7%	-2%	12%
COc1ccc(OCc2cccc(C(=O)Nn3cc([N+](=O)[O-])cn3)c2)cc1	u	-27	23%	u	4%	u	-112%[inhibitor]	-2%	-29%	-3%	-4%
O=C(NCc1ccccc1F)Nc1ccc([N+](=O)[O-])cc1	3%	-5	-1%	-5%	2%	27%	14%	5%	-3%	-5%	u
O=C(Oc1ccc2ccccc2c1)c1ccccc1	-1%	11	0%	2.4µM*	-2%	21%	9%	1%	6%	u	u

Whole records, quoted from the list. Order of values: p53 reactivation	Giardia killer	NPC1 promoter act	FLuc modulator	Rab9 prom act	RORgamma inh	BRCA1 expr act	PKM2 activator	Gal4-VP16 FLuc	ELG1 genotoxic	Menin-MLL TR inh
O=C(Oc1ccc2ccccc2c1)c1ccccc1 is entered as -1%	11	0%	2.4µM*	-2%	21%	9%	1%	6%	u	u
CC(Sc1ccccc1)C(=O)NNC(=O)c1ccncc1 (stereo not drawn) is entered as 5%	10	5%	-2%	-3%	x	2%	x	x	-3%	x

(more compounds)
SMILES	p53 reactivation	Giardia killer	NPC1 promoter act	FLuc modulator	Rab9 prom act	RORgamma inh	BRCA1 expr act	PKM2 activator	Gal4-VP16 FLuc	ELG1 genotoxic	Menin-MLL TR inh
Nc1ccccc1OCCOc1ccccc1N	u	-12	12%	-4%	3%	16%	45%	x	8%	9%	-27%
CCC(C)c1ccccc1NC(=O)COc1ccc(-n2cnnn2)cc1 (stereo not drawn)	-5%	-1	-3%	x	0%	x	6%	x	x	-1%	x
CCOC(=O)c1cnn2c1[nH]c(=O)c1ccccc12	19%	-2	30%	u	u	u	97%	0%	3%	3%	-13%
Oc1ccc[n+](CCCCC[n+]2cccc(O)c2)c1	1%	-18	1%	0%	-1%	-1%	0%	-3%	1%	-1%	x
CCCOc1cccc(C2C(C(=O)c3ccc(C)o3)=C(O)C(=O)N2CCN2CCOCC2)c1 (stereo not drawn)	4%	-9	1%	0%	-1%	5%	-13%	5%[0.46 µM]	3%	0%	-13%
Cc1ccc(S(=O)(=O)C(C#N)c2nc3ccccc3nc2N2CCN(C)CC2)cc1C (stereo not drawn)	-4%	6	-1%	-1%	-5%	18%	-3%[1.84 µM]	3%	0%	-17%	-12%
COc1ccc(N2C(=O)CC(NCc3ccc(F)cc3)C2=O)cc1 (stereo not drawn)	-4%	-19	-5%	1%	-1%	9%	-14%	0%	2%	4%	-19%
Cc1cc(C(=O)OCC(=O)Nc2cc(Cl)ccc2C)c(C)o1	3%	12	1%	-1%	3%	x	-18%	x	x	4%	x
CC(O)CCC(=O)NNC1=CC(=O)CC(C)(C)C1 (stereo not drawn)	0%	x	-6%	0%	-4%	12%	x	0%	2%	1%	11%
c1ccc2c(c1)nc(NCCN1CCOCC1)c1nncn12	6%	-11	1%	0%	-1%	-15%	-28%	-5%	-2%	3%	1%
CCC1=C(OC(=O)N(CC)CC)N2C(=O)OC(=NCCc3c[nH]c4ccccc34)[C@]2(C)[C@H]2C1=CC[C@H]1C(=O)N(CC(=O)OC)C(=O)[C@H]12	-3%	4	0%	0%	-6%	u	-7%	16%&-4%	-3%&4%	0%	6%

In a second layout: entries from further up
SMILES,p53 reactivation,Giardia killer,NPC1 promoter act,FLuc modulator,Rab9 prom act,RORgamma inh,BRCA1 expr act,PKM2 activator,Gal4-VP16 FLuc,ELG1 genotoxic,Menin-MLL TR inh
COc1ccc(C(=O)Oc2cc(/C=N/NS(=O)(=O)c3ccccc3)ccc2OC)cc1,3%,12,-1%,6%[2.3 µM],1%,u,-49%,7%,-25%,-6%,u
CCn1c(SCC(=O)NC(=O)NCc2ccco2)nc2sc(C)c(C)c2c1=O,1%,-5,0%,-5%,0%,-16%,-10%,2%,u,18%,x
CC1Cc2ccccc2N1CC(=O)NCc1ccccc1Cl (stereo not drawn),-2%,3,-1%,0%,-2%,u,1%,0%,u,-2%,-9%
